dFosB act: activators of mouse delta FosB homodimer; P13346; purified delta FosB, TAMRA-CDK5 oligo fluorescence polarization; percent of positive-control signal above neutral wells; activation, % at 25 µM; 340,000 compounds, 0.99% hits;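 active = mean activation above about 17%, with every replicate also reaching it, limit read from the data, passing the limit was not always enough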;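 also: fluorescence polarization rise as delta FosB binds a TAMRA Cdk5 AP-1 oligo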
MITF TRPM1 HTS: increases MITF-driven TRPM1 promoter luciferase signal; SK-MEL-5 TRPM1-promoter luciferase, 24 h; % of positive control, neutral wells = 0; activation, % at 12.5 µM; 300,000 compounds, 0.75% hits;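 active = mean activation of at least 80% with every replicate also reaching 80%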;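 also: 0% = neutral control wells and 100% = parthenolide positive control wells; values of inactives mirror those of a sister screen read the other way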
NSD2 inh: NSD2 (human) methyltransferase inhibition; AID 743445; NSD2 peptide methylation, AlphaScreen, 120 min; inhibition, % at 12.5 µM; 310,000 compounds, 0.54% hits; in the data active = inhibition above about 50%
CDK5 inh: blocks human CDK5/p35 kinase activity; Q00535+Q15078; Recombinant CDK5/p35, ADP-Glo luminescence, 60 min; inhibition, % at 10 µM; 330,000 compounds, 0.01% hits; AID 488839;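 active = highest replicate inhibition of at least 50% and at least 75% of replicates reaching 50%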;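 also: plate controls were DMSO neutral control for no effect and GW8510 at 10 µM for full effect; many of its hits are not listed in these tables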
Target sequence (Q00535 whole entry, looked up): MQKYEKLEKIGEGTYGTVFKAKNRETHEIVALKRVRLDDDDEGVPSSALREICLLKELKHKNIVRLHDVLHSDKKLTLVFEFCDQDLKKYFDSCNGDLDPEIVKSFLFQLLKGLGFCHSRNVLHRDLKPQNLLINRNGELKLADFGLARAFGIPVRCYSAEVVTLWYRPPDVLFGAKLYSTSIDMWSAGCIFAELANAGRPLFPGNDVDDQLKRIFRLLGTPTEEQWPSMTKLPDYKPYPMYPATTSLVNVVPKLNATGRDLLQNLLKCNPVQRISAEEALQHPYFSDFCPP
Target sequence (Q15078 whole entry, looked up): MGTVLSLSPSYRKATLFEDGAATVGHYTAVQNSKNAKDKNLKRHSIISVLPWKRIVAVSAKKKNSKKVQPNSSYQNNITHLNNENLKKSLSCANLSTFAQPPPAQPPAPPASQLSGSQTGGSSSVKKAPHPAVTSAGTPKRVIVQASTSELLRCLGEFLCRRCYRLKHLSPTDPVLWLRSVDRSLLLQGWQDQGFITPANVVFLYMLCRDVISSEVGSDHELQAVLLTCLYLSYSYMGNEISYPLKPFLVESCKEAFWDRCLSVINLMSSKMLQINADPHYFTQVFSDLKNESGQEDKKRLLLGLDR
Mot1-301 SUMO: inhibitors of SUMOylation pathway: yeast Mot1-301 growth rescue. S. cerevisiae Mot1-301 growth rescue, ATP luminescence, 38.5C; percent above DMSO median, 100 means doubled. growth rescue, % at 18.8 µM. 320,000 compounds, 1% hits. AID 2716;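 active = every valid replicate shows activation above 250% relative to neutral control wells; inactive = the rest, any valid replicate at or below 250%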;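 also: OY570 slx delta 5 strain wells were the positive control but not used for scaling; some compounds called inactive have numbers as strong as hits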
SR-BI uptake up: activators of SR-BI mediated HDL lipid uptake; CHO ldlA[mSR-BI] cells, DiI-HDL uptake fluorescence, 3 h; 100 = double the neutral-control signal; activation, % at 12.5 µM; 320,000 compounds, 0.096% hits; AID 504775;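 active = mean replicate activation of at least 60% and every replicate at or above 60%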;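 also: 0% = median plate neutral-control signal and 100% = twice that signal; values of inactives mirror those of a sister screen read the other way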
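Material – SR-BI-overexpressing, LDLR-lacking CHO cells · Medium – BSA-supplemented, HEPES-buffered Ham's F12, pH 7.4 · Doses – single concentration · Times – compound with DiI-HDL co-incubation, 3 h at 37 °C · Measured by – bottom-read fluorescence, 550/595 nm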
PKA-R2B activ: PKA-R2B complex activation; 340,000 compounds, 0.079% hits; PKA-R2B holoenzyme dissociation, Cy5-IP20 fluorescence polarization; R2B truncated from residue 108, S112A mutant; 0% DMSO only, 100% 113 µM cGMP; activation, % at 11.4 µM; AID 504700;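 active = activation above a cutoff set at the mean over all compounds plus 3 SD, cut at about 18% in these data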;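 also: higher means more holoenzyme dissociation and a rise in polarization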
Target sequence (P31323 whole entry, looked up, other chains not shown, the tested form may be a part): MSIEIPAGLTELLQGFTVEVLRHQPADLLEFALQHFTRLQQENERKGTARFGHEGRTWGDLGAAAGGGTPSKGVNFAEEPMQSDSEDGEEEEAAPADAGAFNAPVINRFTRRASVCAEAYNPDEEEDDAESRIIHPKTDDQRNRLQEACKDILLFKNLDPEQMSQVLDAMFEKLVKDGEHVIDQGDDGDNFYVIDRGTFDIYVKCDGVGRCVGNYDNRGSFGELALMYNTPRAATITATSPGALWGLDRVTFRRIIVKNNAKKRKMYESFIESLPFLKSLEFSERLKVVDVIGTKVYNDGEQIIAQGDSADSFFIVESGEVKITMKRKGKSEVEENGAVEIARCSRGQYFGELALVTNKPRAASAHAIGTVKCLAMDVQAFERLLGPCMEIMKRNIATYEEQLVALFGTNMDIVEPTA
Arrestin-AP2 inh: blocks beta-arrestin peptide binding to AP2 adaptin; FITC-arrestin peptide / GST-AP2 beads, flow cytometry; AP2 beta2 appendage carries R879A mutation; inhibition, % at 10 µM; 340,000 compounds, 0.31% hits;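 active = inhibition above a set limit, near 3 SD of compounds lacking own fluorescence, cut at about 54% in these data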;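 also: plate controls were DMSO wells for no effect and 5 µM unlabelled arrestin peptide for full effect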
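Measured by: flow cytometry, FL1 (488/535 nm); Material: AP2 appendage R879A on GSH beads; Evaluation: percent response; Timing: pre-incubation 12 min, peptide binding 1 h, room temperature; Also added: 50 nM FITC-arrestin peptide; Medium: PBS with 0.05% Tween 20 and 0.1% BSA.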
PKA-R1A act: activators of PKA-R1A complex. P00514+P68181. activation, % at 11.4 µM. PKA-R1A dissociation, Cy5-IP20 fluorescence polarization; scaled: DMSO 0%, 113 µM cGMP 100%. 340,000 compounds, 0.083% hits;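 active = percent activation above the mean of all tested compounds plus 3 SD, cut at about 19% in these data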;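 also: higher means more PKAc released from R1A so a rise in polarization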
SR-BI HDL uptake: inhibitors of mouse SR-BI mediated HDL lipid uptake; Q61009; ldlA[mSR-BI] CHO cells, DiI-HDL uptake fluorescence, 3 h; inhibition, % at 12.5 µM; 320,000 compounds, 0.96% hits; AID 488896;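 active = mean replicate inhibition of at least 70% and a set share of replicates each scoring 70 or more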;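 also: 0% = median of neutral control wells and 100% = median of positive control wells; values of inactives mirror those of a sister screen read the other way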
Pemphigus Ab inh: inhibitors of pemphigus antibody binding to human desmoglein-3; 310,000 compounds, 0.48% hits; binding (percent of control), % at 10 µM; P32926; DSG3-coupled beads, scFv-anti-DSG3-GFP binding, flow cytometry; active compounds read low;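 active = binding more than 3 SD below its plate's average and above zero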;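 also: hits lower antibody fragment binding to DSG3; some compounds called inactive have numbers as strong as hits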
* hit, by the source's call; i = inactive; x = no result given.

SMILES	dFosB act	MITF TRPM1 HTS	NSD2 inh	CDK5 inh	Mot1-301 SUMO	SR-BI uptake up	PKA-R2B activ	Arrestin-AP2 inh	PKA-R1A act	SR-BI HDL uptake	Pemphigus Ab inh
NCCNC(=O)Cn1c(=O)c2c3c(sc2n(Cc2ccccc2)c1=O)CCCC3	10	12	-1	-0.3	-14	5	-2	34	-7	-5	97
O=C(CNC(=O)c1ccc(Cl)cc1)NC(CO)c1ccccc1 (configuration not stated)	1	1	-1	-1.4	4	5	6	-10	6	-5	92
CCc1cccc(NC(=O)C2CCCN2S(=O)(=O)c2ccccc2C(F)(F)F)c1 (configuration not stated)	-7	1	-2	-0.4	x	4	-10	5	-4	-4	107
CCOc1ccc(N2CC(C(=O)NCc3ccco3)CC2=O)cc1 (configuration not stated)	1	-7	3	1.6	-11	11	9	-3	4	-11	x
CCCNC(=S)NNC(=O)c1cccs1	-5	22	0	-0.5	-9	8	5	-5	-13	-8	121
COc1cc(OC)c2c(-c3ccccc3)cc(=O)oc2c1C(CCN1CCCC1)c1ccc2c(c1)OCO2 (configuration not stated)	19*	-30	x	0.1	-3	4	-15	0	-10	-4	106
Cn1c(SCC(=O)N/N=C/c2cccnc2)nnc1-c1ccccc1	1	x	0	0.4	163	-1	0	6	7	1	105
COc1cccc(CNC(=O)CSc2nnc3c(n2)[nH]c2ccc(F)cc23)c1	8	-12	0	-0.9	36	34	-1	3	4	-34	88
COC(=O)c1ccc(CN(Cc2ccc(C(=O)OC)o2)C(C)(C)C)o1	3	1	x	-0.3	i	-2	-2	-8	-6	2	99
CN(c1ccccc1)S(=O)(=O)c1cccc(C(=O)Nc2ccc(N3CCOCC3)cc2)c1	-7	-16	1	-4.7	x	-86	-8	0	-4	86*	99

dFosB act: what is marked active above
SMILES	dFosB act	MITF TRPM1 HTS	NSD2 inh	CDK5 inh	Mot1-301 SUMO	SR-BI uptake up	PKA-R2B activ	Arrestin-AP2 inh	PKA-R1A act	SR-BI HDL uptake	Pemphigus Ab inh
COc1cc(OC)c2c(-c3ccccc3)cc(=O)oc2c1C(CCN1CCCC1)c1ccc2c(c1)OCO2 (configuration not stated)	19*	-30	x	0.1	-3	4	-15	0	-10	-4	106

Additional structures
SMILES	dFosB act	MITF TRPM1 HTS	NSD2 inh	CDK5 inh	Mot1-301 SUMO	SR-BI uptake up	PKA-R2B activ	Arrestin-AP2 inh	PKA-R1A act	SR-BI HDL uptake	Pemphigus Ab inh
Cn1c(C(=O)N2CCN(c3cccc(C(F)(F)F)c3)CC2)cc2sccc21	-13	4	-2	-2.0	-16	-1	-8	-9	-2	1	100
O=C(c1cccs1)c1no[n+]([O-])c1C(=O)c1cccs1	3	-67	x	2.3	15	4	5	17	5	-4	107
CNC(=O)CS(=O)CC(=O)Nc1cc(OCCOC)c(Cl)cc1Cl (configuration not stated)	-5	-15	-3	-1.8	-2	-4	2	16	11	4	95
Cc1cccc(C2Nc3ccccc3C(=O)N2c2ccccc2)n1 (configuration not stated)	-4	-9	-1	-0.6	-9	-9	-5	-3	4	9	98
O=C(O)c1cc(=O)[nH]c2ccc(S(=O)(=O)Nc3ccc(F)cc3)cc12	-1	1	0	0.8	4	16	4	1	6	-16	101
CCc1nc2ccc(C(=O)NCc3ccccc3)cc2nc1CC	-16	6	-2	-5.1	-11	-11	-8	10	6	11	97
O=C(CN1Cc2ccccc2C1=O)Nc1ccc2c(c1)OCCO2	1	28	1	-0.6	9	x	-9	25	-5	-10	101
CC(=O)N[C@@H]1[C@@H](O)[C@@H]2OC(c3ccccc3)OC[C@H]2O[C@@H]1N=[N+]=[N-] (some centres not stated)	4	x	-2	1.5	261	11	2	56*	3	-11	104
Cc1cc(C)n2nc(-c3sccc3-n3cccc3)cc2n1	-25	-5	-1	-0.4	175	-6	-3	4	18	6	102
NS(=O)(=O)c1ccc(NC(=O)C(Sc2ccccc2)c2ccccc2)cc1 (configuration not stated)	-7	2	4	-0.1	8	0	3	15	-4	0	83
COc1ccc(-n2c(-c3ccc(Cl)cc3)c[n+]3c2CCc2ccccc2-3)cc1	-2	-44	6	2.3	-14	-11	-3	-9	-7	11	106
Cc1cc(C)c2[nH]c(=O)c(C(c3nnnn3Cc3ccc4c(c3)OCO4)N3CCCC3)cc2c1 (configuration not stated)	5	-7	1	-1.1	8	-11	-9	13	2	11	x
Clc1ccc(Cn2ccc(C3CC3)n2)cc1	1	39	-3	-3.9	-8	x	10	1	-4	x	113
COc1ccc(OC)c(NC(=O)C2CC(=O)N(c3ccc(Br)cc3)C2)c1 (configuration not stated)	-2	5	-1	2.2	13	-16	-3	8	-4	16	99
Cc1ccc(C(=O)NCC(=O)O)o1	-1	-8	0	-1.6	2	15	-4	-18	-2	-15	106
CCN1C(=O)[C@H]2[C@@H](c3ccc(C)cc3)N3C(=O)N(c4cccc(Cl)c4)C(=O)[C@@]3(Cc3ccc(Cl)cc3)[C@H]2C1=O	-8	-4	x	0.4	262	-9	8	13	8	9	110
CCn1c(COc2ccccc2C(N)=O)nc2ccccc21	-10	3	7	1.8	153	4	0	-1	7	-4	102
O=C(NC1CC2CCC(C1)N2Cc1ccccc1)c1ccccc1Cl (configuration not stated)	2	5	0	1.1	364	-7	1	32	-6	7	106
COc1ccc(NC(=O)C2CCN(S(=O)(=O)c3cccnc3)CC2)cc1Cl	0	11	x	-3.4	-1	x	-2	6	-3	x	102
O=C(c1ccc2c(c1)CCN2S(=O)(=O)c1ccccc1)N1CCN(c2ccccc2F)CC1	-11	-6	-3	2.6	x	8	-16	11	-8	-8	99
COc1coc(C(O)C[N+](=O)[O-])cc1=O (configuration not stated)	-4	-4	0	-2.7	491	11	-1	-7	-5	-11	106
O=C(OC1CCc2ccccc2C1=O)c1ccccc1O (configuration not stated)	-4	x	-3	0.0	0	-6	5	-8	-4	6	108
COc1ccc(C(=O)OCC(=O)Nc2c(C)cccc2C)cc1	-8	-19	46	2.5	-14	x	2	-1	5	x	129
CN(NC(=O)Nc1ccccc1)c1cnn(C)c(=O)c1Cl	-5	x	-1	-0.5	10	6	x	2	x	-6	92
CCOc1ccccc1OCC(=O)Nc1ccccc1C(=O)NC1CC1	-1	-5	-1	-2.3	7	-3	-1	-9	-1	3	94
COCCCN1C(=O)C(=O)/C(=C(/O)c2ccc(S(=O)(=O)N3CCOCC3)cc2)C1c1ccc(C(C)C)cc1 (configuration not stated)	-1	5	1	-2.1	-19	x	4	-8	-4	38	108
CCC1(C)CC(=O)N(c2ccc(F)c(Cl)c2)C(=O)C1	1	-9	-2	1.1	-5	-5	1	-17	-7	5	106
O=c1[nH]nc(Cc2ccc(-c3ccccc3Cl)o2)c2ccccc12	-4	x	-4	0.3	360*	-42	-3	-6	-2	42	102
CCOc1ccc(Nc2nc(N)c([N+](=O)[O-])c(N3CCOCC3)n2)cc1	-3	6	0	-0.7	4	-21	1	6	-9	21	119
CC1CC(C)CN(C(=O)COC(=O)c2c[nH]c3ccccc23)C1 (configuration not stated)	-9	-20	0	0.4	13	-21	11	20	5	21	101
O=C(/C=C/c1ccc(Cl)c([N+](=O)[O-])c1)Nc1ccc(N2CCCC2)c(Cl)c1	-1	-1	x	-0.1	25	-40	7	5	-13	40	109
COc1ccc(OCCCC(=O)NCc2ccco2)cc1	1	-2	x	-2.1	-5	21	-6	0	-7	-21	103
CCCCOn1c(C)c(C(=O)OCC)c2c3no[n+]([O-])c3ccc21	1	8	5	3.4	-14	-56	-5	6	3	56	100
COC(=O)c1ccc(C(=O)NC(=S)Nc2nc3c(s2)CC(C)CC3)cc1 (configuration not stated)	8	16	4	-1.2	-10	12	-14	-5	-13	-12	73
O=C(NC(=S)Nc1ccc(S(=O)(=O)N2CCOCC2)cc1)c1ccccc1[N+](=O)[O-]	5	-6	-3	-0.1	9	-2	0	26	-3	2	87
CS(=O)(=O)N(CC(=O)NCc1ccco1)c1ccc(Cl)c(C(F)(F)F)c1	-10	x	14	-0.6	4	29	2	1	-4	-29	99
CC(OC(=O)c1ccc(S(=O)(=O)N2CCCCC2)cc1)C(=O)Nc1ccc(C(N)=O)cc1 (configuration not stated)	-20	5	-1	1.5	x	22	3	-7	9	-22	108
COc1ccc(-c2nn(-c3ccccc3)cc2C(=O)Nc2nccs2)cc1OC	-2	16	1	1.5	-11	-74	-5	0	3	74*	103
O=C(N/N=C/c1cccc(Cl)c1)C1CCCC1	4	11	0	-0.1	-3	12	-3	1	-11	-12	x
COc1cccc(/C=C/C(=O)NCCc2ccc(OC)c(OC)c2)c1	-6	13	-4	1.6	2	-1	-6	3	-15	1	102
NC(=NC(=O)c1ccc(OCC(F)(F)F)nc1)c1ccc(Cl)cc1	-6	x	-1	1.8	-37	16	-9	-15	-10	-16	99
Cc1occc1C(=O)NNC(=O)CN1C(=O)NC(C)(c2ccccc2)C1=O (configuration not stated)	2	16	1	-0.1	x	-20	-10	21	-4	20	101
C#CC1(NC(=O)NCCCC)CCCCC1	-7	-10	-1	0.7	-12	4	6	3	5	-4	94
COC(=O)c1noc(C)c1-c1ccnn1C(=O)c1ccc(C)cc1	-8	x	0	0.2	442	-5	-1	-5	-8	5	100
COc1cc(C(=S)N2CCOCC2)ccc1OC(=O)c1ccccc1C	-4	-4	3	0.4	3	-35	-2	8	0	35	95
CCn1c(SCC(=O)N2CCCC2)nc2c(c1=O)SC(C)C2 (configuration not stated)	-4	-7	x	0.8	-8	26	3	-2	4	-26	114
O=C(COC(=O)c1ccc(Cl)nc1)NCc1ccc(F)cc1	0	3	17	-11	-19	1	-5	-10	-11	-1	x
Nc1ccc(C(=O)N2CCN(S(=O)(=O)c3ccc(Cl)s3)CC2)cc1[N+](=O)[O-]	-13	0	-1	0.2	4	1	-5	24	3	-1	102
CCOc1ccc(CCNC(=O)COC(=O)CCS(=O)(=O)c2ccc(C)cc2)cc1OCC	-12	-2	0	0.6	-6	-16	6	-5	2	16	119
CSc1nc2nc3c(cc2c(=O)[nH]1)C(O)Oc1ccc(C)cc1-3 (configuration not stated)	-17	-13	1	-2.5	-6	9	-3	-1	-10	-9	100

Screening results as filed in PubChem BioAssay.
